# S-ASM inh – inhibitors of human secretory acid sphingomyelinase; AID 504937; placental ASM, HMU-PC fluorogenic substrate, 60 min; Potency, µM (highest dose often 57.5 µM), for the others: at the highest dose activity change, negative = inhibition, hits mostly inhibitors; 0.006% of 340,000 active; P17405; also: potency is read from the fitted curve at half-maximal effect
# Target sequence (P17405 47-631 limits assumed): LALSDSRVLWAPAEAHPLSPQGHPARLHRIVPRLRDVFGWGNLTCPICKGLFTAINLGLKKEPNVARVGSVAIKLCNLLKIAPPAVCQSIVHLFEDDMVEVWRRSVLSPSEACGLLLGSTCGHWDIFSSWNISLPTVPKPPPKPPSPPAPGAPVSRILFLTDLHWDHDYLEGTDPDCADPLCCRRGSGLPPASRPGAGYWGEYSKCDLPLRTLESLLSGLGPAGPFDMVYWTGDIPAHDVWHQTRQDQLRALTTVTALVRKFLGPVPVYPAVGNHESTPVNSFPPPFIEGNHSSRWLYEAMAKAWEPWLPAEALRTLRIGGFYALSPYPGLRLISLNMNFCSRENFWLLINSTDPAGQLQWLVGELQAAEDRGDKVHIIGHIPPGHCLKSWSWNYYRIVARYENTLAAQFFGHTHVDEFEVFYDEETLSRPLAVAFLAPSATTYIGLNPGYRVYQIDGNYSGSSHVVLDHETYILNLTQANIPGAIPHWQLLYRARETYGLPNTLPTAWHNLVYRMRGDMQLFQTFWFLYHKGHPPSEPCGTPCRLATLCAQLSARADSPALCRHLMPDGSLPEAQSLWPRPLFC
#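 HMU-PC0 cleavage (9 uM final) by human placental ASM, 60 min at 37 °C following 10 min compound exposure at RT; stopped at pH 10, fluorescence Ex 386/Em 447 nm.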
# FBPA coupling cs – coupling enzyme interference in Giardia aldolase counter-screen. activity change, negative = inhibition, % at 58.2 µM, hits read low. coupling enzyme system counterscreen, AmpLite Red fluorescence. 0.67% of 290,000 active. AID 2472; in the data active = activity change below about -30%; also: % is scaled to controls: 0 for no effect and ±100 for the full control effect
#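 Counterscreen lacking aldolase: glyceraldehyde-3-phosphate coupling-enzyme reagent preincubated 10 min at RT with compound (at 57.5 uM final), then substrate/coupling system with AmpLite Red added; fluorescence read at 525/598 nm after 20 min RT.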
# MBNL1 CUG block – MBNL1-poly(CUG) RNA binding inhibition; AID 2675; Potency, µM (titrated, usually from 57.5 µM), for the others: at the top dose activity change, negative = inhibition, hits mostly inhibitors; Q9NR56; TR-FRET MBNL1-His/biotin-(CUG)12 binding, 665/545 ratio; 0.036% of 280,000 active; active = well fitted inhibition curve with a large enough effect in the signal ratio, with a control signal flat, not every such curve was filed as active; inconclusive = small, poorly fitted or top-dose-only effect, or effect the other way, or a change in a side signal; inactive = no such curve, though single readings can be large or run the other way; the % refers to the signal ratio; also: potency is read from the fitted curve at half-maximal effect; % is scaled to controls: 0 for no effect and ±100 for the full control effect
#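 MBNL1-His + Biotin-(CUG)12, cpd titration 92 nM–58 uM; Tb anti-His Ab 0.055 ng/ul, SA-XL665 5 nM (final); 60 min RT; ratiometric 665/545 nm, Ex 340 nm; normalized to buffer and full-complex controls.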
# hERG WT inh – blocks the wildtype human KCNH2 potassium channel | U2OS, BacMam KCNH2, thallium flux FluxOr; active compounds read low | activity change, % at 1.84 µM | 0.37% of 340,000 active | AID 720551;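 active = maximum activity change below -70%; inconclusive = maximum activity change between -70% and -50%; inactive = maximum activity change above -50%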; also: % is scaled to controls: 0 for no effect and ±100 for the full control effect
#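 U2OS cells transduced with wild-type KCNH2 virus are loaded with FluxOr dye for 45 min, and thallium flux is measured in kinetic reads before and after stimulation buffer. Rate constants are normalized to DMSO controls.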
# Integrin act MD – activators of alpha7 integrin expression for muscular dystrophy | alpha7betagal myoblasts, beta-gal FDG fluorescence, 48 h | Potency, µM (top dose mostly 38.3 µM), inactives show at the top dose activation, most hits filed as activators | AID 624291 | 0.064% of 350,000 active;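 also: potency is read from the fitted curve at half-maximal effect; 100% = response of the positive control SU9516; nearly all actives have a fitted effect of over 60% in size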
#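 alpha7betagal+/- myoblasts (passage 13, 250/well) treated 48 h at 37C with compounds at 1:260 dilution of DMSO stock. Lysed, then beta-galactosidase activity read as FDG fluorescence (ex 480/em 540) after 30 min, with pre-read for autofluorescence.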
# A-T KAP1 phos – potential ataxia-telangiectasia treatments restoring KAP-1 phosphorylation; […] A-T fibroblasts, KAP-1 phosphorylation AlphaLISA; neocarzinostatin DNA damage 30 min before lysis; AID 485349; Potency, µM (doses to about 57.5 µM), for inactives: top-dose activation, most hits filed as activators; 0.19% of 320,000 active; also: potency is read from the fitted curve at half-maximal effect; % of control where 0% means no effect; nearly all actives have a fitted effect of over 45% in size
#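 ATM-like activity read as KAP-1 phosphorylation via AlphaLISA donor/acceptor antibody pairs after lysis and 6 hr at 25C. Cells were ATM-null patient fibroblasts ([…], hTERT), dosed 60 min, then exposed to the DSB inducer NCS for 30 min.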
# GALK inh – galactokinase (human) inhibition; Potency, µM (series often up to 57.5 µM), for the others: at the top dose activity change, negative = inhibition, usual class: inhibitors; Purified GALK, Kinase-Glo residual ATP luminescence; 0.007% of 270,000 active; AID 1868; P51570; also: potency is read from the fitted curve at half-maximal effect; % is scaled to controls: 0 for no effect and ±100 for the full control effect
# Target sequence (P51570 whole entry, looked up): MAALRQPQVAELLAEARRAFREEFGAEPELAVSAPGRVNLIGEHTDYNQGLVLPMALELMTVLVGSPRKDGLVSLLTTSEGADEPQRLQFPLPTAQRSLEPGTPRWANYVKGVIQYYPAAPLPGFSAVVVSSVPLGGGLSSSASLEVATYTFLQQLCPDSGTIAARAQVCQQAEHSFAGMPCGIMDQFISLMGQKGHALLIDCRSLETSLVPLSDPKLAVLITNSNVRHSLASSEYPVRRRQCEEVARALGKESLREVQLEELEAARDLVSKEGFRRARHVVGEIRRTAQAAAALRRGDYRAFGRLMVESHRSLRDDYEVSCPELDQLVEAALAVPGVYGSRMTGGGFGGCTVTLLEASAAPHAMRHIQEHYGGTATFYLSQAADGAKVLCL
#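 Quantitative HTS: GALK 5 nM, ATP 35 uM, galactose 100 uM, 1 h room temperature, then luciferase-based ATP detection.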
# TRPV1 ag – agonists of human vanilloid receptor 1 (TRPV1). Q8NER1. activation, % at 8.33 µM. 0.19% of 320,000 active. TRPV1-expressing cells, Fluo-8 calcium influx, agonist mode; in the data active = activation above about 80%; inconclusive = between about 30% and that limit; also: 0% is about no effect
#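 Fluo-8 calcium influx in TRPV1-expressing cells, kinetic read (ex 480/em 520 nm). Compound added and read 3 min for agonist activity, followed by capsaicin at EC20 final and 2 min further read for enhancement.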
# KCNH2 3.1 block – KCNH2 3.1 (human) potassium channel inhibition. activity change, % (tested at about 1.8 µM). U2OS KCNH2 3.1, thallium flux FluxOr; active compounds read low. 0.95% of 340,000 active;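 active = maximum activity change below -70%; inconclusive = maximum activity change from -70% to -50%; inactive = maximum activity change above -50%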;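 also: thallium influx rate constant from kinetic fluorescence after stimulation buffer; % is scaled to controls: 0 for no effect and ±100 for the full control effect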
#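 Thallium flux via FluxOr fluorescence (Red40 quencher, 45 min loading) in U2OS cells virally expressing the KCNH2 3.1 isoform (1.77 x 10^8 /mL virus, overnight at 37 C). Rate constants from 2-min kinetic reads post-stimulation, normalised to positive and negative controls.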
# MLL CXXC-DNA inh – inhibitors of human MLL CXXC domain-DNA interaction; Q03164; MLL-CXXC / FITC-HOXA9 DNA fluorescence polarization; Potency, µM (top dose mostly 115 µM), for inactives: top-dose activity change, negative = inhibition, hits mostly inhibitors; 0.037% of 290,000 active; AID 2662; active = well fitted inhibition curve with a large enough effect in the polarisation, with a control signal flat, not every such curve was filed as active; inconclusive = small, poorly fitted or top-dose-only effect, or effect the other way, or a change in a side signal; inactive = no such curve, though single readings can be large or run the other way; the % refers to the polarisation; also: potency is read from the fitted curve at half-maximal effect
#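 Steps: dispense CXXC domain solution (7 uM) → pin compounds or unlabeled HOX-A9 DNA control → 5 min ambient → add FLSN-HOX-A9 solution (50 nM) → spin → 30 min ambient → fluorescence polarization. Tris pH 7.5/NaCl/DTT/BSA buffer.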
# The depositor's hits bear a star; i = inactive; ? = inconclusive; . = not tested or not shown; [ ] = remark or other dose. Unless noted, calls follow the shape of the dose curve; as a rule, active = well fitted curve in the direction sought with a large enough effect; inconclusive = small, poorly fitted or top-dose-only effect, or another doubt; inactive = no such curve, though single readings can be large; an effect the other way counts as inactive or inconclusive.
SMILES,S-ASM inh,FBPA coupling cs,MBNL1 CUG block,hERG WT inh,Integrin act MD,A-T KAP1 phos,GALK inh,TRPV1 ag,KCNH2 3.1 block,MLL CXXC-DNA inh
COCCCNC(=O)c1cn(CC(C)C)c(=O)c2c1c1ccccc1n2C,17%,1,-2%,-2,15%,-1%,1%,3,-9,7%
O=C(Cn1ccc([N+](=O)[O-])n1)Nc1nccs1,2%,0,.,-17,-7%,4%,0%,0,18,-1%
COc1ccc(/C=N/NC(=O)CNS(=O)(=O)c2ccc(C)cc2)cc1,-2%,0,22%,-2,-17%,0%,-2%,-1,-15,-3%
CCN(C(=O)CN1C(=O)S/C(=C\C=C\c2ccccc2)C1=O)C1CCS(=O)(=O)C1 (configuration not stated),-1%,-2,16%,1,1%,-8%,2%,-2,5,4%
COc1cc(CCC(=O)OCC(=O)N2CC(=O)Nc3ccccc32)cc(OC)c1OC,2%,.,.,-10,13%,11%,.,.,.,.
CCN(CC)c1ccc(N)cc1S(=O)(=O)Nc1ccc(OC)cc1,3%,-2,-1%,-15,-15%,-15%,4%,5,5,-10%
NC(=O)c1ccccc1NS(=O)(=O)c1ccc(S(=O)(=O)N2CCCC2)cc1,6%,.,.,4,9%,4%,.,3,21,.
Nc1ncnc2c1ncn2[C@@H]1O[C@H](CNCc2ccccc2OCC(=O)N2CCCCC2)[C@@H](O)[C@H]1O,2%,.,.,-9,0%,10%,.,.,9,.
CC1CC1C(=O)OCC(=O)Nc1ccccc1Oc1ccccc1 (configuration not stated),-1%,10,-4%,4,-20%,3%,-3%,-1,8,3%
Cc1ccccc1C(=O)Nc1cccc(-c2ccc(N3CCOCC3)nn2)c1,-1%,.,.,11,12%,-5%,.,2,-10,.
Cc1cc(/C=C2/C(=O)N(C)C(=S)N2C)c(C)n1C1CC1,-9%,-1,?,-3,13%,-16%,.,-4,11,12%
CC(=O)c1c(C)n(-c2ccc(Br)cc2)c2ccc(O)cc12,-3%,7,21%,5,4%,6%,-1%,2,11,-4%
CC1(NC(=O)NCc2ccccc2)CCS(=O)(=O)C1 (configuration not stated),-3%,2,9%,.,7%,2%,15%,4,11,7%
Cc1ccc2c(c1)C=CC(C#N)N2C(=O)c1ccccc1 (configuration not stated),-11%,-1,34%[activator],4,-43%[inhibitor],1%,0%,0,-10,10%
Cc1ccccc1NS(=O)(=O)c1ccc2[nH]cc(C(=O)NCCCN3CCOCC3)c(=O)c2c1,0%,2,-4%,-5,-5%,-4%,0%,-3,-1,-2%
O=C(NNc1ncnc2c1cnn2-c1ccc(F)cc1)c1cccs1,7%,0,.,-5,-26%,2%,2%,0,3,4%
Cc1ccc(S(=O)(=O)Nc2cccc(C(=O)N3CCCC3)c2)cc1F,.,.,.,-2,11%,1%,.,2,2,.
O=C(Nc1cccc2cccnc12)c1ccc(Cl)cc1Cl,-1%,-2,5%,-9,-8%,1%,-1%,-1,17,3%
O=C(O)C(Nc1nc(C(F)(F)F)nc2ccccc12)c1ccccc1 (configuration not stated),6%,7,-7%,6,17%,0%,5%,1,25,-5%
Cc1cc(NC(=O)c2cc(-c3ccco3)on2)n(-c2ccccc2)n1,0%,4,?,1,3%[7.66 µM],-3%,1%,-1,3,5%

# Results in MBNL1 CUG block, hERG WT inh and S-ASM inh, for some of the entries so far:
mol,MBNL1 CUG block,hERG WT inh,S-ASM inh
O=C(NNc1ncnc2c1cnn2-c1ccc(F)cc1)c1cccs1,.,-5,7%
Cc1ccc(S(=O)(=O)Nc2cccc(C(=O)N3CCCC3)c2)cc1F,.,-2,.
O=C(Nc1cccc2cccnc12)c1ccc(Cl)cc1Cl,5%,-9,-1%

# Going on with the list:
SMILES,S-ASM inh,FBPA coupling cs,MBNL1 CUG block,hERG WT inh,Integrin act MD,A-T KAP1 phos,GALK inh,TRPV1 ag,KCNH2 3.1 block,MLL CXXC-DNA inh
O=C(COc1ccccc1)NNc1c2ccccc2nc2ccccc12,-1%,-6,?,6,-21%,-6%,-1%,22,-9,13%
CCOC(=O)C1=C(NC#N)OC(C)=C(C)C1c1ccc(O)cc1 (configuration not stated),0%,-3,27%,6,-12%,2%,1%,0,-2,-3%
CC(C)CC(=O)N(c1nnc(-c2cccnc2)s1)C1CCCC1,2%,5,-5%,-10,-9%,9%,-3%,18,-10,0%
CNC(=S)NNC(=O)c1ccc(=O)n(Cc2cccc(C(F)(F)F)c2)c1,10%,1,8%,-4,-39%[inhibitor],-1%,-2%,0,-2,-3%
Cc1ccc(S(=O)(=O)c2nc(Nc3ccccc3C#N)sc2Cl)cc1,-2%,7,98%[activator],-1,-3%,6%,-1%,0,8,17%
Cc1ccc(-n2nc3c(c2NC(=O)CCC2CCCCC2)CS(=O)C3)cc1 (configuration not stated),18%,4,-9%,-4,-21%,5%,4%,13,-5,12%
Nc1c(C(=O)c2ccc(Cl)cc2)sc2nsc(SCCN3CCOCC3)c12,?,0,-13%,-6,12%,5%,1%,?,-12,?
COc1cc(CN(CC(C)C)S(=O)(=O)c2ccccc2Br)cc(OC)c1,-2%,.,.,4,-12%,9%,.,.,-33,.
FC(F)(F)c1ccnc(Oc2ccc(C3=NCCS3)cc2)c1,2%,-1,.,1,19%,-1%,6%,1,3,-3%
O=C(NCCc1ccccc1)C(=O)NCC1OCCN1S(=O)(=O)c1ccccc1 (configuration not stated),-2%,-1,-9%,1,10%,-2%,1%,-2,-15,-1%
Cc1cc(NC(=O)CSc2nc3c(c(=O)n2CCc2ccccc2)SC(C)C3)no1 (configuration not stated),-4%,2,0%,-7,0%,5%,-4%,4,8,5%
COc1cc(/C=N/NC(=S)Nc2cccnc2)cc(OC)c1O,18%,-16,.,-10,-11%,-1%,-1%,-1,2,5%
COc1ccc(CCCC(=O)NCCc2ccccc2)cc1,1%,0,0%,-8,-7%,-1%,2%,26,-2,-6%
O=C(Nc1cccc2c1CCCC2)c1ccccc1F,3%,-4,2%,6,43%,9%,7%,13,-1,4%
COC(=O)N1C(=O)[C@@](c2ccccc2)(C2CCCCC2)N1C(=O)OC,-8%,-6,-4%,12,0%,32%,.,26,-21,12%
CCOC(=O)NC(=O)CSc1nnnn1-c1ccc(C)cc1,-1%,3,-4%,3,-1%,-2%,-3%,7,1,-5%
Oc1c(Cl)cc(Cl)cc1C=Nc1ccccc1N1CCCC1,.,-3,1%,.,.,-2%,.,1,.,0%
CC1C/C(=C\c2cccnc2)C(=O)/C(=C/c2cccnc2)C1 (configuration not stated),0%,1,.,-5,-45%[inhibitor],?,-3%,-4,0,-19%
Cc1ccc(NN2C(=O)C=CC2=O)cc1,.,6,5%,-2,-18%,-4%,-5%,-4,3,5%
Cc1ccc(OCC(=O)NCc2ccco2)cc1C,-3%,2,-6%,0,-36%,3%,-2%,12,-4,9%
CCc1n[nH]c(=S)n1/N=C/c1c(O)ccc2ccccc12,-1%,0,0%,-8,0%,1%,-1%,0,13,-3%
Cc1ccc(S(=O)(=O)c2cc3c(=O)n4ccccc4nc3n(Cc3ccco3)c2=N)cc1,453%[activator],-1,17%,-7,-29%,4%,0%,17,29,15%
CCN1CCN(Cc2ccc(NC(=O)Nc3ccccc3Cl)cc2)CC1,-2%,0,-16%,-11,-12%,3%,-2%,1,-8,14%
CCOC(=O)CON1C(=O)C(=O)N(OCC(=O)OCC)C2CCCCC21 (configuration not stated),-1%,-2,-9%,-2,-11%,5%,5%,-1,3,?
CCN(CC)CCCNC(=O)c1cc(-c2cccc(Cl)c2)on1,-3%,1,-8%,31,-59%[inhibitor],-2%,0%,-1,-22,1%
CC(C)c1ccc(-c2csc3ncnc(N4CCN(C)CC4)c23)cc1,0%,2,-13%,-4,?,2%,8%,?,-6,5%
CNC(=O)c1c(NC(=O)c2ccco2)sc2c1CCC2,-1%,.,.,2,-9%,-19%,-3%,2,3,23%
COc1ccccc1C(=O)NNC1=NS(=O)(=O)c2ccccc21,3%,-1,-4%,-8,26%,3%,0%,0,6,1%
CC(=O)Nc1cccc(NC(=O)c2ccc(C(=O)Nc3cccc(NC(C)=O)c3)nc2)c1,1%,0,-2%,i,-2%,2%,-1%,-2,3,3%
COc1cc(C(=O)Nc2ccc(C)cc2)c(-n2cnnn2)cc1OC,4%,2,-12%,-4,-21%,0%,1%,2,8,3%
O=C1/C(=C/c2ccc(Cl)cc2)SC(=S)N1CCC(=O)N1CCCCC1CCO (configuration not stated),-9%,.,12%,-8,-50%[inhibitor],-9%,2%,1,8,0%
O=C1CCCC2=C1C(c1ccsc1)CC(=O)N2c1ccccc1 (configuration not stated),1%,4,3%,-1,7%,-3%,1%,7,-1,-6%

# Assay outcomes as filed in PubChem.
